# D1 potentiator = Potentiators of Human D1 Dopamine Receptor: qHTS | HEK293 TREx D1 cells, calcium flux, dopamine EC20 potentiation | potentiation, % at 10 µM | actives 0.036% (n = 360,000); in the data active means potentiation above about 30%; further: 0% is about no effect
# RXFP1 ag = qHTS Assay for Agonists of the Relaxin Receptor RXFP1; HEK293T-RXFP1 cAMP TR-FRET, 30 min; response scale: percent of porcine relaxin response, buffer zero; AID 2676, 2010; Potency, µM (highest dose often 57.5 µM), for inactives: at the highest dose activation, hits mostly activators; actives 0.3% (n = 370,000); Relaxin receptor 1 (Homo sapiens), Q9HBX9; further: potency means the concentration at half of the fitted maximal effect; on the % scale 0 is the no-effect control and ±100 the full control effect; nearly all actives have a fitted effect of over 60% in size; many of its hits are not listed in these tables
# Target sequence (Q9HBX9 whole entry, looked up): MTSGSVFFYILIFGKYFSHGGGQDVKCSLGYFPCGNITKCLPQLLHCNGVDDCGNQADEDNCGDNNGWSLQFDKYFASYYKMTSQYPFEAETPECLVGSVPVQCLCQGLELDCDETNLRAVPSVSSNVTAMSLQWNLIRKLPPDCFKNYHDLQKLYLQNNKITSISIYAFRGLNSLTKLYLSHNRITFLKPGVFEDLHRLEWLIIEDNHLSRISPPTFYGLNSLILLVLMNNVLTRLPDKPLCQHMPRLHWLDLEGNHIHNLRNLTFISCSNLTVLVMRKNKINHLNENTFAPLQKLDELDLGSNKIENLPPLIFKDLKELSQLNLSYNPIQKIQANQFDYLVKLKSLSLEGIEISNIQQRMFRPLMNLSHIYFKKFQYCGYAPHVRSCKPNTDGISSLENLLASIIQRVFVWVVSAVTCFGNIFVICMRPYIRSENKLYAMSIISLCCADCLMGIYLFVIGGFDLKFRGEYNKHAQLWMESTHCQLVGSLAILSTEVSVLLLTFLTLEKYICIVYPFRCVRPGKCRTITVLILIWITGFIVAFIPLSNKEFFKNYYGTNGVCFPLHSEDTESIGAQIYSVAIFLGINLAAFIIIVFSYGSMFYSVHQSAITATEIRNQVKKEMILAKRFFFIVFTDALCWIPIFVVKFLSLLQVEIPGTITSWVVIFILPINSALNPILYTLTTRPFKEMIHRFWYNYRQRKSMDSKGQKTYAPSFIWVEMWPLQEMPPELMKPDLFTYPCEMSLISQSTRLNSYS
#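 Agonist response is measured as cAMP accumulation in an RXFP1-transfected HEK293T line under PDE4 inhibition. Values are scaled between buffer-only and 29 nM porcine relaxin, and EC50s come from standard Hill equation fits.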
# Vif-APOBEC3G blk = qHTS for Inhibitors of Vif-A3G Interactions: qHTS; actives 0.076% (n = 410,000); HeLa A3G-eYFP + Vif (tagged APOBEC3G with the HIV-1 protein that degrades it), YFP fluorescence, overnight; Potency, µM (doses to about 46.1 µM), without a hit: at the highest dose activity, negative = active, usual class: inhibitors; DNA dC->dU-editing enzyme APOBEC-3G (Homo sapiens), Q9HC16; AID 602310, 2012;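 further: potency means the concentration at half of the fitted maximal effect; on the % scale 0 is the no-effect control and ±100 the full control effect; nearly all actives have a fitted effect of over 60% in size; hits raise eYFP signal because A3G escapes Vif-driven loss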
#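 HeLa cells stably expressing Vif and C-terminally eYFP-tagged A3G, seeded overnight at 37 deg C, then exposed to compound by pintool overnight at 37 deg C. Rise in yellow fluorescence (Ex 488/Em 500-530, Acumen) marks blocked Vif-driven A3G degradation.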
# Vif-A3F inh = qHTS for Inhibitors of Vif-A3F Interactions: qHTS; HeLa A3F-eYFP + Vif (tagged APOBEC3F with the HIV-1 protein that degrades it), YFP fluorescence increase; Potency, µM (doses to about 46.1 µM), inactives show at the highest dose activity, negative = active; actives 0.2% (n = 390,000); further: potency means the concentration at half of the fitted maximal effect; % of control where 0% means no effect; nearly all actives have a fitted effect of over 65% in size
#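 HeLa cells stably expressing Vif plus C-terminally eYFP-tagged A3F were seeded, incubated overnight at 37 deg C, dosed with compound, incubated overnight again at 37 deg C. Yellow fluorescence (Ex 488/Em 500-530) reported blocked Vif-mediated A3F-eYFP degradation.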
# LDHA inh = qHTS assay for inhibitors of human lactate dehydrogenase; L-lactate dehydrogenase A chain (Homo sapiens), P00338; purified LDHA, NADH/diaphorase-resazurin fluorescence; active compounds read low; AID 1347041, 2019; actives 0.15% (n = 480,000); activity change, % (values are at about 110 or 230 µM); in the data active means activity change below about -30%; inconclusive means mostly about -25% to -30%;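 further: plate controls were DMSO wells for no effect and wells without enzyme for full effect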
#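 Enzyme activity of human lactate dehydrogenase 5 (2 nM; 0.06 mM NADH, 0.2 mM pyruvate, 5 min, RT) is measured via a resazurin/diaphorase fluorescence readout of residual NADH.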
# GRP78 ERSR act = qHTS for Inducers of the Endoplasmic Reticulum Stress Response (ERSR) in Human Glioma: qHTS | U87-MG GRP78 promoter luciferase reporter, 16 h | Potency, µM, inactives show at the top dose activation, most hits filed as activators | actives 0.02% (n = 420,000) | AID 602332, 2012; further: potency means the concentration at half of the fitted maximal effect; series mostly up to about 76 µM; % of control where 0% means no effect; nearly all actives have a fitted effect of over 35% in size
#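 Stably transfected U87-MG human glioma cells carrying a GRP78-based luminescent sensor were seeded at 1000 cells/well, pin-dosed with compounds and incubated 16 h. Luciferase reagent was then added, and end-point luminescence was read after 10 min at room temperature.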
# D2 PAM = HTS Assay for Positive Allosteric Modulators of the Human D2 Dopamine Receptor: Primary Screen for Potentiators; D(2) dopamine receptor (Homo sapiens), P14416; HEK293 T-REx D2, calcium flux, EC20 dopamine potentiation; potentiation, % at 10 µM; actives 0.34% (n = 340,000);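 active means potentiation over 3 SD above the plate norm, cut at about 30% in these data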; further: 0% is about no effect
#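 Primary screen. Calcium kinetics in induced HEK293 T-REx D2 cells: compound pre-addition 180 s, EC20 dopamine, 180 s more.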
# D1 antagonist = Antagonist of Human D 1 Dopamine Receptor: qHTS. activity change, negative = inhibition, % at 10 µM. AID 504652, 2011. HEK293 TREx D1 cells, calcium flux, dopamine EC80; active compounds read low. D(1A) dopamine receptor (Homo sapiens), P21728. actives 3.2% (n = 360,000); in the data active means activity change below about -30%; further: on the % scale 0 is the no-effect control and ±100 the full control effect
#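 Compound effects on dopamine-evoked calcium signalling were measured in tetracycline-induced HEK293 Trex D1 cells. Dopamine at EC80 followed a 180 s compound pre-read, and fluorescence was tracked kinetically for 180 s more.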
# D1 agonist = Allosteric Agonists of the Human D1 Dopamine Receptor: qHTS. AID 504660, 2011. HEK293 T-REx D1 cells, calcium flux, agonist mode. actives 1% (n = 360,000). activation, % at 2 µM; in the data active means activation above about 30%; further: 0% is about no effect
#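 Inducible HEK293 T-REx D1 cells, force-coupled to calcium signalling, were plated at 4000 cells/well with tetracycline and held overnight at 30 C. After no-wash calcium dye loading, compound-evoked calcium rise over 180 s flagged agonists.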
# * marks the source's active call; other numbers are inactive results; ? = inconclusive; . = no result given. Unless noted, the call rests on the fitted dose curve; in most records, active means well fitted curve in the direction sought with a large enough effect; inconclusive means small, poorly fitted or top-dose-only effect, or another doubt; inactive means no such curve, though single readings can be large; an effect the other way counts as inactive or inconclusive. An excerpt. The share of hits here may be higher or lower than overall.
mol | D1 agonist | D2 PAM | D1 potentiator | LDHA inh | Vif-APOBEC3G blk | D1 antagonist | GRP78 ERSR act | RXFP1 ag | Vif-A3F inh
Cc1cccc(NC(=O)NNC(=O)c2cc(-c3ccccc3Cl)nc3ccccc23)c1 | 3 | -11 | 6 | -13 | ? | 8 | -6% | 2.3% | -25%
Cc1ccc(NC(=O)CCn2cccc2)cc1 | 0 | -12 | -5 | -4 | 1% | 1 | 2% | 1.4% | 1%
Cc1ccc(C)c(NC(=O)CSc2nc(=O)n(CCN(C)C)c3c2CCC3)c1 | 4 | 6 | 0 | 0 | 3% | . | 0% | 3.5% | 4%
O=C(O)CC12CC3CC(C1)CC(n1ncc(NCc4ccco4)c(Cl)c1=O)(C3)C2 | 1 | 11 | -7 | -8 | -3% | -11 | -3% | 0.3% | -1%
CCn1c(=S)[nH]c2cc(C(=O)O)ccc21 | 2 | 1 | 4 | . | . | -15 | . | 0.6% | .
Cc1cccc(C2c3[nH]c4ccccc4c3CCN2C(=O)c2noc3c2CCCC3)n1 (configuration not stated) | 1 | 22 | 5 | 0 | 1% | 0 | 2% | 2.3% | -7%
O=C(Cn1c(=O)oc2ccccc21)NCC1COc2ccccc2O1 (configuration not stated) | 2 | -3 | -4 | 1 | 0% | -3 | 1% | -0.5% | 2%
CCCCc1cc(=O)oc2cc(C)c3c(C)coc3c12 | 4 | -1 | 0 | 3 | -4% | -5 | -4% | 2.4% | -7%
COc1ccc2nc(SCC(=O)O)nc(C)c2c1 | 5 | -18 | 7 | -3 | -3% | 11 | 0% | 7.4% | .
CCc1ccccc1NC(=O)CN(c1ccc(OC)cc1)S(=O)(=O)c1c(C)n[nH]c1C | 0 | -5 | 6 | -4 | ? | -8 | -4% | 1.3% | -3%
Cc1cc(OCC(=O)Nc2nnc(C3CC3)s2)ccc1[N+](=O)[O-] | 2 | 3 | -2 | -2 | -3% | 1 | 3% | -0.1% | 6%
COc1ccc(C(=O)Nc2sc(C)c(C)c2CN2CC(C)OC(C)C2)cc1 (configuration not stated) | 2 | 14 | -5 | -8 | -6% | 17 | 1% | -0.7% | 10%
O=C(CSc1nccn1-c1cccc(Cl)c1)Nc1ccc2c(c1)OCO2 | 1 | -3 | -1 | -5 | 1% | -6 | -1% | 1.6% | 0%
CC(C)C(C(=O)Nc1ccc(S(N)(=O)=O)cc1)N1C(=O)c2ccccc2C1=O (configuration not stated) | 2 | 8 | 4 | -14 | 0% | -2 | 0% | -1.5% | -11%
O=C(CCCCCn1c(=O)[nH]c2ccccc2c1=O)NCCc1ccccc1 | 1 | 12 | -1 | 0 | -1% | 7 | 0% | 4.2% | 7%
NS(=O)(=O)c1ccc(CCNC(=O)c2ccc([N+](=O)[O-])s2)cc1 | 0 | 3 | -4 | -5 | -25% | -10 | -3% | 0.3% | ?
CCOc1ccc(N2CC(C(=O)NC3CCCC3)CC2=O)cc1 (configuration not stated) | 5 | 1 | . | -9 | -5% | -4 | -4% | 3.2% | -1%
CCCNC(=O)C(Cc1ccc(Br)cc1)NC(=O)c1ccc(C#N)cc1 (configuration not stated) | -1 | -1 | -4 | -13 | 3% | -21 | -2% | -0.4% | -11%
CCOC(=O)C1CCN(c2ncnc3c2oc2ccc(Br)cc23)CC1 | 9 | 35* | -11 | -4 | -8% | 0 | 3% | 4.2% | -4%
CC(C)(C)C(=O)N1CCC(O)(CS(=O)(=O)c2ccc(Cl)c(Cl)c2)CC1 | 6 | 9 | 0 | -3 | 0% | -3 | -4% | 1.2% | 9%
CCOc1ccc(C(=O)Oc2cc(C)[nH]c(=O)c2[N+](=O)[O-])cc1 | 1 | 6 | -5 | -12 | 1% | -21 | 0% | 0.3% | 3%
Cn1c(SCC(=O)Nc2ccccc2[N+](=O)[O-])nnc1C(F)(F)F | 8 | -3 | -3 | 0 | -3% | 3 | -4% | -1.1% | 2%
COc1ccc(CNC(=O)C(=O)c2cn(CC(=O)N3CCOCC3)c3ccccc23)cc1 | 1 | -5 | -2 | -3 | -8% | 0 | 1% | -0.8% | -10%
C/C(=N\NC(=O)c1ccncc1)c1cc2ccccc2o1 | 0 | 8 | -3 | -2 | 0% | -26 | -1% | -2.3% | 7%
O=C(CCC(=O)N1CCOc2ccccc21)Nc1cc(F)ccc1F | 1 | -11 | -7 | 1 | -4% | 6 | -5% | -2.4% | -1%
Cc1cccc(OCC(=O)NCC(=O)N/N=C/c2ccc(N(C)C)cc2)c1 | 10 | -18 | -10 | -5 | -5% | -32* | -3% | 1.4% | -13%
CCNc1nc(N)nc(-c2cc(Cl)ccc2OC)n1 | 1 | 3 | -6 | -8 | 3% | -5 | -4% | 0.6% | 3%
CCN1CCN(Cc2ccc(OCc3ccccc3)c(OC)c2)CC1 | 1 | -15 | -3 | -3 | 1% | 7 | 2% | -0.1% | -12%
CCN(CC)CC(O)CN1C(=O)NC(C)(C)C1=O (configuration not stated) | 0 | 1 | -2 | 0 | 1% | -12 | 2% | -2.5% | 3%
COc1ccccc1-c1cc(C(=O)N/N=C\c2cnn(C)c2C)c2ccccc2n1 | -1 | -4 | -2 | -2 | -3% | 6 | -1% | 2.7% | -14%

# Already shown: eleven of the compounds above.
mol | D1 agonist | D2 PAM | D1 potentiator | LDHA inh | Vif-APOBEC3G blk | D1 antagonist | GRP78 ERSR act | RXFP1 ag | Vif-A3F inh
CC(C)(C)C(=O)N1CCC(O)(CS(=O)(=O)c2ccc(Cl)c(Cl)c2)CC1 | 6 | 9 | 0 | -3 | 0% | -3 | -4% | 1.2% | 9%
CCOc1ccc(C(=O)Oc2cc(C)[nH]c(=O)c2[N+](=O)[O-])cc1 | 1 | 6 | -5 | -12 | 1% | -21 | 0% | 0.3% | 3%
Cn1c(SCC(=O)Nc2ccccc2[N+](=O)[O-])nnc1C(F)(F)F | 8 | -3 | -3 | 0 | -3% | 3 | -4% | -1.1% | 2%
COc1ccc(CNC(=O)C(=O)c2cn(CC(=O)N3CCOCC3)c3ccccc23)cc1 | 1 | -5 | -2 | -3 | -8% | 0 | 1% | -0.8% | -10%
C/C(=N\NC(=O)c1ccncc1)c1cc2ccccc2o1 | 0 | 8 | -3 | -2 | 0% | -26 | -1% | -2.3% | 7%
O=C(CCC(=O)N1CCOc2ccccc21)Nc1cc(F)ccc1F | 1 | -11 | -7 | 1 | -4% | 6 | -5% | -2.4% | -1%
Cc1cccc(OCC(=O)NCC(=O)N/N=C/c2ccc(N(C)C)cc2)c1 | 10 | -18 | -10 | -5 | -5% | -32* | -3% | 1.4% | -13%
CCNc1nc(N)nc(-c2cc(Cl)ccc2OC)n1 | 1 | 3 | -6 | -8 | 3% | -5 | -4% | 0.6% | 3%
CCN1CCN(Cc2ccc(OCc3ccccc3)c(OC)c2)CC1 | 1 | -15 | -3 | -3 | 1% | 7 | 2% | -0.1% | -12%
CCN(CC)CC(O)CN1C(=O)NC(C)(C)C1=O (configuration not stated) | 0 | 1 | -2 | 0 | 1% | -12 | 2% | -2.5% | 3%
COc1ccccc1-c1cc(C(=O)N/N=C\c2cnn(C)c2C)c2ccccc2n1 | -1 | -4 | -2 | -2 | -3% | 6 | -1% | 2.7% | -14%

# Next section.
mol | D1 agonist | D2 PAM | D1 potentiator | LDHA inh | Vif-APOBEC3G blk | D1 antagonist | GRP78 ERSR act | RXFP1 ag | Vif-A3F inh
COc1cccc(/C=C/C(=O)OCC(=O)Nc2ccc(Cl)c(S(=O)(=O)N(C)C)c2)c1 | 14 | 4 | -2 | -4 | 2% | -13 | -3% | 0.8% | -3%
Cc1ccc(NC(=S)NCc2ccc3[nH]c4c(c3c2)CCCC4)cc1 | -1 | -3 | -2 | -7 | -5% | -11 | -1% | -1.8% | 2%
COc1ccccc1NC(=O)c1ccc2snnc2c1 | 0 | 3 | -4 | 0 | 1% | -2 | 4% | -0.5% | 8%
COc1ccc(OC)c2sc(N(Cc3cccnc3)C(C)=O)nc12 | 0 | 8 | -1 | 1 | -3% | . | 0% | 3.9% | 6%
CCN(CC)CCCNC(=O)c1ccc(S(=O)(=O)Nc2ccc(C)c(C)c2)cc1 | 1 | 0 | 2 | -1 | 0% | -1 | -3% | 1.1% | 8%
C/C(=N\OCC(=O)NCC(F)(F)F)c1cc2ccccc2o1 | 3 | -1 | -2 | -3 | -7% | -13 | -1% | 2.6% | -5%
CC(=O)c1c(C(C)=O)c(C)n(C(c2ccccc2)c2ccccc2)c1C | 0 | -3 | 0 | -7 | 0% | 5 | -2% | -1.2% | 15%
CNC(=S)NCCc1ccc(OC)cc1 | 2 | 8 | 4 | -7 | -4% | -18 | -3% | -0.8% | 2%
CN1C(=S)SC(/[N+]([O-])=C/c2ccc(Cl)cc2)C1(C)C (configuration not stated) | 5 | -7 | -2 | -13 | -3% | -5 | -1% | 3.3% | 0%
NC(=O)C1=C[C@@H](c2ccccc2)C[C@@H](OCc2ccc(CO)cc2)O1 | 2 | 2 | -4 | 2 | -1% | -7 | 1% | 0.1% | 4%
COC(=O)c1ccc2nccnc2c1 | 3 | -3 | 1 | -3 | 0% | -5 | -4% | 2.7% | ?
Nc1cc(Cl)ccc1C(=O)OCC(=O)NC1CCCCCCC1 | 6 | 0 | . | -10 | 8% | -14 | 7% | 5.1% | 1%

# Structures listed so far marked active in D2 PAM:
canonical_smiles | D1 agonist | D2 PAM | D1 potentiator | LDHA inh | D1 antagonist | RXFP1 ag
CCOC(=O)C1CCN(c2ncnc3c2oc2ccc(Br)cc23)CC1 | 9 | 35* | -11 | -4 | 0 | 4.2%

# Source: PubChem (National Center for Advancing Translational Sciences (NCATS))
